Screening results as filed in PubChem BioAssay.
Pol eta inh – blocks human DNA polymerase eta activity; Q9Y253; Potency, µM (titrated, usually from 114 µM), for inactives: top-dose activity change, negative = inhibition, usual class: inhibitors; recombinant Pol eta, fluorescent DNA replication assay; AID 588591; 390,000 tested, 1.2% active; also: potency is read from the fitted curve at half-maximal effect; % is scaled to controls: 0 for no effect and ±100 for the full control effect
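Fluorescent replication assay: 50 nM final substrate added after a 15 min room-temperature compound preincubation with 10 nM enzyme. Signal taken at 0 min and again at 10 min.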
JMJD2A Tudor inh – inhibitors of human JMJD2A Tudor domain; O75164; AlphaScreen JMJD2A-Tudor / H3K4me3 peptide binding; Potency, µM (titrated, usually from 114 µM), for the others: at the top dose activity change, negative = inhibition, hits mostly inhibitors; 390,000 tested, 4.4% active; also: potency is read from the fitted curve at half-maximal effect; % is scaled to controls: 0 for no effect and ±100 for the full control effect; nearly all actives have a fitted effect of over 50% in size
Tb PGK inh – T. brucei PGK inhibition; P07378; PGK/GAPDH coupled, Kinase-Glo luminescence, 60 min; Potency, µM (doses to about 57.5 µM), for inactives: top-dose activity change, negative = inhibition, most hits filed as inhibitors; 380,000 tested, 0.043% active; AID 602233; also: potency is read from the fitted curve at half-maximal effect; % is scaled to controls: 0 for no effect and ±100 for the full control effect; nearly all actives have a fitted effect of over 60% in size
Target sequence (P07378 whole entry, looked up): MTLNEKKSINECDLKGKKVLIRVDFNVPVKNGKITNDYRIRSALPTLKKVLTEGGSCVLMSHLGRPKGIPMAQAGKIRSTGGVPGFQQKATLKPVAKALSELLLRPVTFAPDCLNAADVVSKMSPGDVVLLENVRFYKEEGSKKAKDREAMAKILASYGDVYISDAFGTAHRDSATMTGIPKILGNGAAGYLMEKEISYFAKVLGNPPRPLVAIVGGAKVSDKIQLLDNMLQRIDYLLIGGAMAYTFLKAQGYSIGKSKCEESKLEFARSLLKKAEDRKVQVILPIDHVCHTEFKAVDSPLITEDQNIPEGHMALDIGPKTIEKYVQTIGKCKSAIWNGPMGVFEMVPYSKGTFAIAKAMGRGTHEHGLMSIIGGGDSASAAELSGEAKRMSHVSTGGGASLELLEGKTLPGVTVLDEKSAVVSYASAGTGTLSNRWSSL
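Recombinant glycosomal PGK reaction used 1,3-bisphosphoglycerate generated in-well by GAPDH (100nM final) in 100mM TEA pH 7.6, 5mM MgCl2, 0.01% Tween-20. After 60 minutes at room temperature, ATP was read by Kinase-Glo Plus luminescence end-point.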
G9a inh – blocks human histone lysine methyltransferase G9a; Q96KQ7; G9a H3K9 monomethylation, AlphaScreen, 2 h; Potency, µM (titrated, usually from 102 µM), for the others: at the top dose activity, negative = inhibition, hits mostly inhibitors; 350,000 tested, 8.8% active; also: potency is read from the fitted curve at half-maximal effect; % is scaled to controls: 0 for no effect and ±100 for the full control effect; nearly all actives have a fitted effect of over 75% in size
Target sequence (Q96KQ7 913-1193 limits assumed): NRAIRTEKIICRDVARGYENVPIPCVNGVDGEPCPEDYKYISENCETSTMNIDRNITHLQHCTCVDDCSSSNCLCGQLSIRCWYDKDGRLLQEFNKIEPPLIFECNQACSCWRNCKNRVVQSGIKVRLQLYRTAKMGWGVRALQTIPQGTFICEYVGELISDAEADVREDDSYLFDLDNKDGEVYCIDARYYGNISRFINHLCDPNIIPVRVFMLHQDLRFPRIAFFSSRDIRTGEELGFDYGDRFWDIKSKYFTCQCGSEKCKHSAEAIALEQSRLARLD
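AlphaScreen read-out: biotin-H3K9 peptide (500 nM) methylation by 20 nM enzyme with 20 uM SAM, 2 h at room temperature after 15 min compound preincubation; anti-monomethyl H3K9 antibody plus donor/acceptor beads, 10 min dark.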
PI4K2A inh – blocks human PI4K2A kinase activity; purified PI4K2A, ADP-Glo luminescence, 1 h; stronger effect = lower value; activity change, negative = inhibition, % at 76.9 µM; 420,000 tested, 0.13% active; in the data active = activity change below about -50%; inconclusive = mostly about -30% to -49%;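 also: -100% = wells without enzyme as full effect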
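Compounds are screened against recombinant PI4K2A using PI as substrate and ATP, the latter dispensed at 300 microM. Reactions run one hour at ambient temperature before ADP-Glo detection; full inhibition defined by wells lacking enzyme.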
BAZ2B inh – inhibitors of human BAZ2B bromodomain | AlphaScreen BAZ2B-H3K14Ac peptide displacement | 360,000 tested, 4.4% active | Potency, µM (doses to about 114 µM), for the others: at the top dose activity change, negative = inhibition, most hits filed as inhibitors; also: potency is read from the fitted curve at half-maximal effect; % is scaled to controls: 0 for no effect and ±100 for the full control effect; nearly all actives have a fitted effect of over 60% in size
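Complex of BAZ2B and biotin-H3K14Ac (50 nM apiece) forms over 30 min at RT, then faces library compounds up to 110 uM for another 30 min; AlphaScreen beads added, 20 min dark incubation, luminescence read.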
Pin1 inh – blocks the human prolyl isomerase Pin1. Pin1 FP peptide displacement, HiFluor488, 10 min. Potency, µM (doses to about 115 µM), without a hit: at the highest dose activity, negative = inhibition, actives largely listed as inhibitors. 390,000 tested, 0.009% active. AID 504891; active = well fitted inhibition curve with a large enough effect in the polarisation, with a control signal flat, not every such curve was filed as active; inconclusive = small, poorly fitted or top-dose-only effect, or effect the other way, or a change in a side signal; inactive = no such curve, though single readings can be large or run the other way; the % refers to the polarisation; also: potency is read from the fitted curve at half-maximal effect; % is scaled to controls: 0 for no effect and ±100 for the full control effect
GLS inhibitor – glutaminase GLS (human) inhibition. GLS enzymatic activity, qHTS titration. AID 624170. 410,000 tested, 0.21% active. O94925. Potency, µM (titrated, usually from 45.5 µM), inactives show at the top dose activity change, negative = inhibition, actives largely listed as inhibitors; also: potency is read from the fitted curve at half-maximal effect; % is scaled to controls: 0 for no effect and ±100 for the full control effect
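hKGA in 45 mM KH2PO4 pH 8.2, 0.02% Tween-20 with pin-transferred compounds; 1 mM L-glutamine (stock) plus glutamate oxidase/HRP/Amplex Red coupling added. Fluorescence read initially and after 30 min at RT.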
HP1b chromo inh – HP1-beta chromodomain-methylated histone interaction inhibition | AlphaScreen HP1-beta / biotin-H3K9me3 peptide binding | 390,000 tested, 0.56% active | AID 540317 | Potency, µM (doses to about 114 µM), for inactives: at the top dose activity change, negative = inhibition, actives largely listed as inhibitors | P83916; also: potency is read from the fitted curve at half-maximal effect; nearly all actives have a fitted effect of over 70% in size; inactives centre near 23
Target sequence (P83916 whole entry, looked up): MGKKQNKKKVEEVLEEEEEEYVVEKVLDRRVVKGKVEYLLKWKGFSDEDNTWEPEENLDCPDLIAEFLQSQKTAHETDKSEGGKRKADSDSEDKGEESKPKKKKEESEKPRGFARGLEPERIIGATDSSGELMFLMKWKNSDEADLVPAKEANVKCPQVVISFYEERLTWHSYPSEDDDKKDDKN
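HP1-beta protein (50 nM final) preincubated 30 min at room temperature with biotinylated H3(1-18)K9me3 peptide (50 nM) in PBS pH 7.4, 0.01% Tween-20, then compound added for 30 min. AlphaScreen streptavidin donor/nickel chelate acceptor beads (10 ug/mL final), 30 min dark, luminescence read.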
Active calls of the source: *; i = inactive; u = inconclusive; x = not tested or not shown; & = joins results of further samples; [ ] = dose if it differs, or a comment. Unless noted, calls follow the shape of the dose curve; as a rule, active = well fitted curve in the direction sought with a large enough effect; inconclusive = small, poorly fitted or top-dose-only effect, or another doubt; inactive = no such curve, though single readings can be large; an effect the other way counts as inactive or inconclusive. Only part of the results is shown; count on the stated rates, not on these rows.

SMILES	Pol eta inh	JMJD2A Tudor inh	Tb PGK inh	G9a inh	PI4K2A inh	BAZ2B inh	Pin1 inh	GLS inhibitor	HP1b chromo inh
CCCC1=NN(C(=O)CCc2ccccc2O)C(O)(C(F)(F)F)C1 (stereo not given)	-8%	10%	-7%	-6%[59 µM]	-5	-38%	2%	18%	17%
CC(=O)c1cccc(NC(=O)C2CCCN(c3nnc(-n4cccc4)s3)C2)c1 (stereo not given)	-5%	-11%	-3%	-6%[59 µM]	-3	-3%[57.1 µM]	4%	4%	12%
O=C(CSc1nnc(COc2ccccc2)o1)Nc1cc(C(F)(F)F)ccc1Cl	-7%	12%	i	u	-10	15%	-14%	-2%	47%[activator]
Cc1ccc(-c2csc(-c3c(N)c(C(=O)c4ccc5c(c4)OCO5)n4ccccc34)n2)cc1C	x	2%	x	11%[59 µM]	-3	3%	36%[activator]	14%	35%
COc1cc(OC)cc(C(=O)Nc2ncn[nH]2)c1	-15%	-34%	7%	22%[2.33 µM]	1	u	-11%	-2%	34%
Cc1ccc(Cc2nc3ccccc3nc2SCC(=O)N2CCN(c3ccc(F)cc3)CC2)cc1	-21%	-24%	-11%	-35%[59 µM]	1	-23%	10%	-9%	29%[57 µM]
CC(=O)Nc1ccc2c(c1)c1ccccc1n2C(C)=O	-16%	4%	-1%	15%[59 µM]	6	4%	3%	-2%	22%
CNC(=O)CN(c1cccc2ccccc12)S(C)(=O)=O	-17%	6%[11.4 µM]	i	9%[12.7 µM]	9	2%	-7%	-23%	-10%
COc1cccc2cc(C(=O)Nc3ccccc3C)/c(=N/O)oc12	-5%	-17%	i	u	2	8%	-2%	-1%	14%
CC(C)Oc1ccc(C2C(C#N)=C(N)Oc3c2oc(CO)cc3=O)cc1 (stereo not given)	-27%	-6%	1%	-29%	2	-19%	-1%	-5%	46%[activator]
COc1ccc(NS(=O)(=O)c2cc3[nH]c(=O)c(=O)[nH]c3cc2C)cc1Cl	-10%	-18%	i	-30%[59 µM]	-6	-15%	-9%	21%	17%
Cc1ccc(S(=O)(=O)N2CCN(C(=O)CSc3nnnn3C)C2)cc1	-16%	-1%	i	12%[12.7 µM]	-4	-1%	-3%	-4%	45%
COc1cccc(C(NC(C)=O)c2ccc3cccnc3c2O)c1 (stereo not given)	-20%	56µM*	-8%	u	1	18µM*	0%	6%	-1%
CC(NC(=O)Cn1ccsc1=N)C12CC3CC(CC(C3)C1)C2 (stereo not given)	-16%	-25%[11.4 µM]	-1%	-7%	-3	-6%	-15%	u	0%
CCc1ccc(-c2cc(C)no2)cc1S(=O)(=O)NCc1ccc(OC)c(OC)c1	-20%	-1%	4%	71%[activator]	4	-11%	-7%	-6%	33%
O=C1NC(=O)C2(COC(c3ccccc3Cl)OC2)S1 (stereo not given)	-17%	2%	5%	u	2	3%	4%	-1%	41%[activator]
Cc1cc2nc(-c3cccc(NC(=O)COc4ccc(C(C)C)cc4)c3)oc2cc1C	-17%	-12%	-10%	-1%[59 µM]	1	-17%	-1%	-2%	28%
CC(NC(=O)c1ccco1)C(=O)N1CCN(c2cccc(Cl)c2)CC1 (stereo not given)	-2%	-22%	5%	-14%[2.33 µM]	4	2%	3%	5%	31%
CCNC(=S)NC1CC2CCCC(C1)N2Cc1ccco1 (stereo not given)	-7%	-7%	4%	-9%[12.7 µM]	-1	1%[57.1 µM]	-6%	-10%	14%
Cc1ccc(C(C(=O)NC(C)(C)C)N(CC2CCCO2)C(=O)CCC(=O)Nc2ccccn2)cc1 (stereo not given)	-19%	-2%	5%	2%	-2	-11%	u	1%	27%
CCN(C(=O)C1CCC(CNS(=O)(=O)c2cccc3nsnc23)CC1)c1ccccc1 (stereo not given)	-21%	-29%	i	-2%[59 µM]	-8	u	-2%	3%	0%
Cc1cc(Br)ccc1NC(=O)C(NS(=O)(=O)c1cccs1)c1ccccc1 (stereo not given)	0%	8%	-2%	5%[59 µM]	0	7%	11%	3%	27%
CCOC(=O)[C@H]1[C@H]2COc3ccc(Cl)cc3[C@@H]2N2C(=O)c3cc(F)ccc3NC(=O)[C@@]12C	-10%	-21%	2%	20%[2.33 µM]	-7	0%	6%	10%	6%
C=CCC[C@H](Cc1ccc(F)cc1)C(=O)OC[C@@H](C)NC(=O)[C@H](CC=C)CC(=O)NCCO	-9%	-13%	7%	x	4	x	3%	4%	28%
CCCCCSc1nncc(=O)[nH]1	-3%	-11%	-3%	u	0	4%	-2%	-3%	27%
O=S(=O)(c1ccc(NCCOCCO)nc1)N1CCCCC1	-4%	-14%	i	9%[12.7 µM]	5	8%	-4%	-4%	24%
COc1cccc(-n2c(SCC(=O)c3ccccc3)nc3c([nH]c4ccccc43)c2=O)c1	u	-6%	i	18%[59 µM]	11	37%[activator]	8%	2%	48%[activator][57 µM]
CC(OC(=O)Cc1c(F)cccc1Cl)C(=O)NC1CCCCC1C (stereo not given)	-12%	-4%	-6%	7%[12.7 µM]	-3	2%	-6%	-2%	30%
Cc1cccc(CN(C)C)c1CC(O)(c1ccccc1)c1ccccc1	-13%	-8%	7%	x	1	x	-5%	-9%	21%
Cc1cc(NC(=O)c2cccnc2)ccc1NC(=O)c1cc2ccccc2o1	-6%	2%	-1%	x	-1	-6%	u	-9%	38%
C/C(=N\Nc1ccccn1)c1ccc(C#N)cc1	-23%	-15%	4%	u	3	u	-4%	u	23%
CCOC(=O)C1(C)Oc2ccccc2C(C(=O)OC)=C1C(=O)OC (stereo not given)	-9%	3%	10%	28µM*	-8	x	-3%	-9%	63%[activator]
NS(=O)(=O)c1ccc(CNC(=O)c2cc(-c3cccnc3)nc3ccccc23)cc1	-3%	-34%	-8%	22%[59 µM]	-8	3%	0%	-5%	9%
COC(=O)c1c(NC(=O)/C=C/C(=O)O)sc(Cc2ccccc2)c1C	u	-23%	i	5%[59 µM]	-5	-27%	-2%	20%	10%
CC(C)CCNC(=O)COc1ccc2c(c1)C(=O)CC(C)(C)O2	-12%	9%[57.1 µM]	0%	5%[12.7 µM]	0	2%	2%	1%	33%
COc1ccc(NC(=S)Nc2ccc3snnc3c2)cc1	1%	u	-2%	u	4	-31%	11%	u	u

An excerpt from above in order of count of non-hydrogen atoms, low to high.
SMILES	Pol eta inh	JMJD2A Tudor inh	Tb PGK inh	G9a inh	PI4K2A inh	BAZ2B inh	Pin1 inh	GLS inhibitor	HP1b chromo inh
CCCCCSc1nncc(=O)[nH]1	-3%	-11%	-3%	u	0	4%	-2%	-3%	27%
COc1ccc(NC(=S)Nc2ccc3snnc3c2)cc1	1%	u	-2%	u	4	-31%	11%	u	u
O=S(=O)(c1ccc(NCCOCCO)nc1)N1CCCCC1	-4%	-14%	i	9%[12.7 µM]	5	8%	-4%	-4%	24%
CC(C)CCNC(=O)COc1ccc2c(c1)C(=O)CC(C)(C)O2	-12%	9%[57.1 µM]	0%	5%[12.7 µM]	0	2%	2%	1%	33%
CCOC(=O)C1(C)Oc2ccccc2C(C(=O)OC)=C1C(=O)OC (stereo not given)	-9%	3%	10%	28µM*	-8	x	-3%	-9%	63%[activator]
Cc1cccc(CN(C)C)c1CC(O)(c1ccccc1)c1ccccc1	-13%	-8%	7%	x	1	x	-5%	-9%	21%
NS(=O)(=O)c1ccc(CNC(=O)c2cc(-c3cccnc3)nc3ccccc23)cc1	-3%	-34%	-8%	22%[59 µM]	-8	3%	0%	-5%	9%
COc1cccc(-n2c(SCC(=O)c3ccccc3)nc3c([nH]c4ccccc43)c2=O)c1	u	-6%	i	18%[59 µM]	11	37%[activator]	8%	2%	48%[activator][57 µM]

(list continues)
SMILES	Pol eta inh	JMJD2A Tudor inh	Tb PGK inh	G9a inh	PI4K2A inh	BAZ2B inh	Pin1 inh	GLS inhibitor	HP1b chromo inh
COCCCNC(=S)N1CCC(NC(=O)Nc2ccc(C)cc2)CC1	6%	-9%	5%	-9%[12.7 µM]	3	-8%	2%	4%	14%
O=C1CC2(CCN(C(=O)c3cccc(Br)c3)CC2)Oc2ccccc21	-23%	-4%	-2%	12%[0.501 µM]	-2	-5%	1%	3%	30%
CCOc1ccc(CCNC(=O)C2=C(C)C(=O)OC23CCC(C)CC3)cc1 (stereo not given)	-13%	-4%	3%	10%	-2	4%	0%	0%	29%
C=CCn1c(N)c(C(=O)NCc2cccnc2)sc1=S	7%	23%	4%	u	23	-28%	0%	13%	-2%
CC(=O)c1cccc(NS(=O)(=O)c2cc3c(cc2C)N(C(C)=O)CCO3)c1	-11%&4%	-23%&-14%	-5%&1%	16%	-1&-3	-17%&-12%	-1%&2%	-2%&-8%	17%&38%
Cn1nc(C(F)(F)F)c(/C=N/OC(=O)c2ccccc2Cl)c1SCc1ccc(Cl)cc1	-11%	7%	-2%	47%[activator]	1	6%	1%	-3%	71%[activator]
O=C(CCc1nc(-c2ccccc2)no1)NCC1CCCO1 (stereo not given)	-2%	-25%	-1%	u	-2	8%	1%	7%	4%
CCOc1ccccc1NC(=O)C(NC(=O)C1CCC(C)CC1)C(C)C (stereo not given)	2%	-12%[11.4 µM]	3%	u	4	-21%	6%	-7%	62%[activator]
CCCC(/C=C/c1ccc(OC(C)=O)cc1)=C1/c2ccccc2C(=O)N1c1ccccc1	-18%	-2%	-1%	-28%[0.501 µM]	-6	48%[activator]	1%	13%	24%
